XBP1 UPR activ – adaptive UPR (XBP1) activation; AID 463104; 330,000 tested, 0.33% active; CHO-XBP1 luciferase reporter, IRE1-XBP1 UPR activation, luminescence; percent of tunicamycin response, DMSO as zero; activation, % at 20 µM;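 active means versus positive control, 20 µM dose yields 30% or more activation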;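 further: 100% = tunicamycin at 10 µg/mL and 0% = DMSO only wells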
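Material: CHO-XBP1 cells stably carrying IRE1-XBP1-driven luciferase reporter | Medium: F12 with 10% serum | Compound dosing: 20 µM single concentration, DMSO 1% | Incubation: Overnight seeding at 37 °C, 6 h compound treatment at 37 °C | Detection: Steady-Glo luminescence read | Read-out basis: % activation of reporter signal versus tunicamycin and DMSO controls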
Mdm2-MdmX inh – human Mdm2/MdmX binding inhibition. O15151+Q00987. SaOS-2 split-luciferase Mdm2/MdmX complementation, luminescence. inhibition, % at 8 µM. 330,000 tested, 3% active. AID 485346;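 active means inhibition of at least 50% at 8 µM in the primary screen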
Target sequence (O15151 whole entry, looked up): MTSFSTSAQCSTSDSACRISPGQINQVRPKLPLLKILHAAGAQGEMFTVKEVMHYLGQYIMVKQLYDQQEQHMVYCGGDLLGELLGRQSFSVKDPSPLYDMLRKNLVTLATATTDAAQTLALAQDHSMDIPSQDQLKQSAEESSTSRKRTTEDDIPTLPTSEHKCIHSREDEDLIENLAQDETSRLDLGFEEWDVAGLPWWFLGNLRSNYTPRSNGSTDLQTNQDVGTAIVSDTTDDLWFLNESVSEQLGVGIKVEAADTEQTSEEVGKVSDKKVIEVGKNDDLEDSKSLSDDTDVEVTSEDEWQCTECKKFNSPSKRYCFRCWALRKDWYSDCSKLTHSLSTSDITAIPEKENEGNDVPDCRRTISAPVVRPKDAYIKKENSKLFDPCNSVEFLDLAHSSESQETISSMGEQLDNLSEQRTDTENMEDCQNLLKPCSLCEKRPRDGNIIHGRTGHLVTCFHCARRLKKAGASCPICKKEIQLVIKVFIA
Target sequence (Q00987 whole entry, looked up): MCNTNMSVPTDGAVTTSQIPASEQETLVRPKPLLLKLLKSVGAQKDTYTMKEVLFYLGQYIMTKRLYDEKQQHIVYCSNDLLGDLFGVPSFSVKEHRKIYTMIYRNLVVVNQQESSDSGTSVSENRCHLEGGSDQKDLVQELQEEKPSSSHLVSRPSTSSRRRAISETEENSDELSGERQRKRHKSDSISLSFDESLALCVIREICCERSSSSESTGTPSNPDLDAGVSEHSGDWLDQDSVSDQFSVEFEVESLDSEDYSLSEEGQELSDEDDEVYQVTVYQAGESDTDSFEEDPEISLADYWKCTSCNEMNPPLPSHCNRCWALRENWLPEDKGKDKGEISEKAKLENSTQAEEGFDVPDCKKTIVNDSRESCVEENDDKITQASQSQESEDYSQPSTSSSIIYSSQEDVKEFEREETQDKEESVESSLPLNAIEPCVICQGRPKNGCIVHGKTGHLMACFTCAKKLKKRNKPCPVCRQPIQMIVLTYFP
APJ antagonist – blocks the human apelin receptor APJ; CHO-K1 APJ beta-arrestin complementation, luminescence; inhibition, % at 20 µM; 330,000 tested, 0.32% active; AID 2521;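 active means inhibition above about 40% at 20 µM, limit read from the data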;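 further: cells challenged with 10 nM apelin-13 agonist together with compound; plate controls were apelin-13 plus DMSO wells for no effect and DMSO wells lacking apelin-13 for full effect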
CHOP UPR activ – apoptotic UPR (CHOP) activation | 330,000 tested, 0.34% active | activation, % at 10 µM | CHO-CHOP luciferase reporter, luminescence; percent of tunicamycin response over DMSO baseline;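 active means at 10 µM dose, activation of 40% or more, normalized to positive control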;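 further: 100% = tunicamycin at 10 µg/mL and 0% = DMSO alone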
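measured by = luciferase luminescence | assay system = CHO-CHOP cells, stable luciferase reporter of PERK-eIF2a-CHOP signalling | amount = 500 reporter cells seeded per well | timing = 6 h compound exposure at 37 °C after overnight seeding | controls = positive tunicamycin 10 µg/mL, negative DMSO alone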
697 NFkB inh – inhibitors of the PMA/ionomycin-induced NF-kB reporter in 697 B cells | 330,000 tested, 0.33% active | inhibition, % at 4 µM | AID 435022 | 697 B-cell NF-kB luciferase reporter, 16 h; in the data active means inhibition above about 35%
APJ ag – activates the human apelin receptor APJ; P35414; CHO-K1 APJ PathHunter beta-arrestin, luminescence; 0% DMSO wells, 100% apelin; activation, % at 20 µM; 330,000 tested, 0.11% active; AID 2520;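 active means activation more than six SD over the plate average, tested at 20 µM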;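 further: 0% = DMSO alone and 100% = apelin-13 at 10 nM; some results filed as inactive read as strong as hits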
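Assay system: engineered CHO-K1 APJ arrestin reporter cells; Amount: 1000 CHO-K1 reporter cells seeded per well; Dosing: one dose, 20 µM compound, 1% DMSO; Times: compound stimulation 90 min at 25 °C, detection 60 min; Measured by: luminescent beta-gal fragment complementation, chemiluminescent substrate; Read-out: APJ–arrestin association signal; Controls: DMSO vs Apelin-13 10 nM.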
Jurkat NFkB inh – lowers PMA/ionomycin-induced NF-kB signal in Jurkat cells; inhibition, % at 4 µM; 330,000 tested, 0.53% active; PMA/ionomycin-induced NF-kB luciferase reporter, luminescence; in the data active means inhibition above about 50%
tim23-1 inh – inhibits growth of tim23-1 mutant yeast; S. cerevisiae tim23-1 growth, BacTiter-Glo luminescence, 24 h; inhibition, % at 20 µM; 330,000 tested, 1.3% active;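 active means growth inhibition of the mutant yeast at or above 50%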;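 further: temperature-sensitive mutant grown at 25 °C; plate controls were DMSO-treated mutant yeast for no effect and medium wells lacking yeast for full effect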
* hit, by the source's call; / = no result given.

SMILES	XBP1 UPR activ	Mdm2-MdmX inh	APJ antagonist	CHOP UPR activ	697 NFkB inh	APJ ag	Jurkat NFkB inh	tim23-1 inh
C/C(=N/OC(=O)CC(C)C)c1cc(-c2ccc(Cl)cc2)no1	9	-113	10	6.3	-69	-2	-50	10
Nc1nc(SCC(=O)NCc2ccc3c(c2)OCO3)n[nH]1	1	-4	5	0.7	19	-4	0	-4
c1ccc(Nc2ccccc2Nc2ccccn2)nc1	0	-6	-27	-0.8	4	0	-7	12
COC1CCCCC1Nc1cccc(SC)c1 (stereo not drawn)	-3	-20	6	-1.7	18	0	8	4
CCCCN(C(=S)NC(=O)c1cc(OC)c(OC)c(OC)c1)c1c(N)n(Cc2ccccc2)c(=O)[nH]c1=O	0	13	7	0.2	-1	1	6	9
O=C(c1ccco1)N1CCN(C(=O)c2cc(-c3ccccc3F)no2)CC1	1	-7	4	8.4	-40	2	-32	20
COc1ccc(Nc2ncnc3ccc(Br)cc23)c(OC)c1	-10	76*	15	-9.3	30	-2	60*	30
CC1Cc2ccccc2N1C1=CC(=O)CC(C)(C)C1 (stereo not drawn)	1	18	5	2.5	1	-3	10	-5
COc1cc2c(cc1OC)C(c1cc3cc4c(cc3[nH]c1=O)OCO4)N(C(=O)C(C)C)CC2 (stereo not drawn)	-6	-26	-1	-0.3	18	-1	5	-2
Cc1cc(C)c(C(=O)CSc2nnc(-c3cccnc3)n2C)c(C)c1	-2	14	-2	0.2	-4	-3	3	11
Cc1ccc(S(=O)(=O)n2[nH]c(=O)c(CCO)c2C)cc1	-2	-5	-21	1.1	4	-1	-6	2
COCCCN=C1NN=C(c2cc(C)n(-c3ccccc3)c2C)CS1	-2	13	8	-2.7	19	-4	-5	11
Cc1onc(-c2ccccc2)c1CNS(=O)(=O)c1ccccc1	0	6	15	-0.4	12	-2	-1	12
COc1ccccc1CC(=O)Nc1ccc2[nH]ncc2c1	-3	11	-20	0.9	-3	-2	-11	4
CC1(C)Cc2c(sc(NC(=O)c3ccc(C(=O)c4ccccc4)cc3)c2C#N)C(C)(C)N1	-9	52*	39	-0.9	-28	-10	15	26
COc1ccc(C(=O)NCCCN2CCN(CCCNC(=O)c3ccc(OC)c(OC)c3)CC2)cc1OC	-1	-6	18	-0.8	0	3	4	-5
Cc1ccc(Cn2ncc3c(N4CCN(C)CC4)ncnc32)cc1	1	18	11	2.7	13	0	0	-3
O=C(CCNS(=O)(=O)c1ccccc1C(F)(F)F)NCCCN1CCOCC1	0	14	0	-0.7	6	-4	19	5
COc1ccc2oc(C(=O)N3CCN(C(c4ccccc4)c4ccccc4)CC3)c(C)c2c1	-2	41	10	0.1	-46	-1	-2	18
Cc1cc(C)n2nc(Cc3ccccc3)nc2n1	-3	5	0	-1.1	20	-2	4	11
COc1ccc2[nH]c3c(c2c1)CCN1C(=O)C(CC(=O)NCCc2ccccn2)C[C@H](C(=O)N2CCCCC2)[C@@]31CCc1ccccc1 (stereo partly drawn)	2	33	/	2.3	3	/	/	34
COC(=O)c1ccccc1NC(=O)C1CC(=O)N(c2ccc(F)cc2)C1 (stereo not drawn)	2	-5	21	-0.3	-9	0	-2	20
O=C(O)c1ccc2c(c1)C(=O)N(c1cccc(C(=O)/C=C/c3ccccc3)c1)C2=O	-2	11	-15	1.1	4	0	-6	11
C=CCOc1ccc(CN(C)c2ccc(S(=O)(=O)N3CCN(C)CC3)cc2[N+](=O)[O-])cc1	-4	-5	0	0.8	11	-4	1	34
COc1ccccc1NC(=S)N1CCNC(=O)C1CC(=O)Nc1cccc(C)c1 (stereo not drawn)	-2	10	2	1.6	38*	-1	12	11
COc1ccc(C(CNC(=O)c2ccc(OC)c(S(=O)(=O)N3CCCC3)c2)N2CCCC2)cc1 (stereo not drawn)	-1	-41	-8	-0.2	0	-3	-20	-9
COc1ccc(N2CCN(C(c3cccs3)C(C)NC(=O)C(=O)N3CCCCC3)CC2)cc1 (stereo not drawn)	-7	-1	-17	1.6	-10	4	0	25
Nc1n[nH]c(-c2cccc([N+](=O)[O-])c2)n1	-4	-2	-5	3.1	15	-2	-14	-9
CCOc1ccc(S(=O)(=O)N2CCCC(C(=O)N3CCOCC3)C2)cc1 (stereo not drawn)	-5	10	-8	-0.5	-7	8	6	10
CCCNC(=O)N1CCC(c2ccc3c(c2)OCO3)CC1	-7	9	1	2.1	-1	-1	0	4
O=C(N/N=C/c1cccn1-c1ccc([N+](=O)[O-])cc1)c1cccnc1	-3	20	3	-1.8	7	0	-5	16
CCOC(=O)C1=C(C)N=C2SC(C)C(=O)N2C1c1ccc(OCC)c(OCC)c1 (stereo not drawn)	-3	1	17	-0.8	11	-3	16	16
CC1CCC(NS(=O)(=O)c2ccc3c(c2)n(C)c(=O)c(=O)n3C)CC1 (stereo not drawn)	0	9	-5	-0.8	-23	6	0	17
C/C(=C\C(=O)c1ccccc1)Nc1ccc2c(c1)OCO2	0	-110	-5	6.4	-45	-4	-69	9
O=C(NCc1ccc(F)cc1)Nc1ccc(Cl)cc1	1	10	-1	6.7	1	6	-22	4
CC(C)c1c(O)nc(SCCC(=O)O)[nH]c1=O	-2	15	0	-3.1	14	-3	-12	13
CCC1(C)Cc2ccccc2-c2nc[nH]c(=O)c21 (stereo not drawn)	9	21	3	-1.4	7	-2	-11	17
O=C(NCCCN1CCOCC1)c1ccc2ccccc2c1	-1	16	1	-0.3	18	-2	-3	1
Cc1ccc(NC(=S)NCCCN2CCOCC2)cc1C	4	-23	-6	1.0	4	0	1	13
CCOC(=O)c1ccc(-c2c(-c3ccc(OC)cc3)oc(=O)c3cc(OC)c(OC)cc23)cc1F	-2	26	5	3.8	-25	-3	-12	8

Sorted by number of heavy atoms (rising): some entries from above.
SMILES	XBP1 UPR activ	Mdm2-MdmX inh	APJ antagonist	CHOP UPR activ	697 NFkB inh	APJ ag	Jurkat NFkB inh	tim23-1 inh
Nc1n[nH]c(-c2cccc([N+](=O)[O-])c2)n1	-4	-2	-5	3.1	15	-2	-14	-9
CC(C)c1c(O)nc(SCCC(=O)O)[nH]c1=O	-2	15	0	-3.1	14	-3	-12	13
CCC1(C)Cc2ccccc2-c2nc[nH]c(=O)c21 (stereo not drawn)	9	21	3	-1.4	7	-2	-11	17
O=C(NCc1ccc(F)cc1)Nc1ccc(Cl)cc1	1	10	-1	6.7	1	6	-22	4
C/C(=C\C(=O)c1ccccc1)Nc1ccc2c(c1)OCO2	0	-110	-5	6.4	-45	-4	-69	9
O=C(NCCCN1CCOCC1)c1ccc2ccccc2c1	-1	16	1	-0.3	18	-2	-3	1
CC1CCC(NS(=O)(=O)c2ccc3c(c2)n(C)c(=O)c(=O)n3C)CC1 (stereo not drawn)	0	9	-5	-0.8	-23	6	0	17
CCOc1ccc(S(=O)(=O)N2CCCC(C(=O)N3CCOCC3)C2)cc1 (stereo not drawn)	-5	10	-8	-0.5	-7	8	6	10
COc1ccccc1NC(=S)N1CCNC(=O)C1CC(=O)Nc1cccc(C)c1 (stereo not drawn)	-2	10	2	1.6	38*	-1	12	11
O=C(O)c1ccc2c(c1)C(=O)N(c1cccc(C(=O)/C=C/c3ccccc3)c1)C2=O	-2	11	-15	1.1	4	0	-6	11
C=CCOc1ccc(CN(C)c2ccc(S(=O)(=O)N3CCN(C)CC3)cc2[N+](=O)[O-])cc1	-4	-5	0	0.8	11	-4	1	34
COc1ccc(N2CCN(C(c3cccs3)C(C)NC(=O)C(=O)N3CCCCC3)CC2)cc1 (stereo not drawn)	-7	-1	-17	1.6	-10	4	0	25
COc1ccc(C(CNC(=O)c2ccc(OC)c(S(=O)(=O)N3CCCC3)c2)N2CCCC2)cc1 (stereo not drawn)	-1	-41	-8	-0.2	0	-3	-20	-9
CCOC(=O)c1ccc(-c2c(-c3ccc(OC)cc3)oc(=O)c3cc(OC)c(OC)cc23)cc1F	-2	26	5	3.8	-25	-3	-12	8

More records
SMILES	XBP1 UPR activ	Mdm2-MdmX inh	APJ antagonist	CHOP UPR activ	697 NFkB inh	APJ ag	Jurkat NFkB inh	tim23-1 inh
CC(C)(C)N1C(=O)[C@H]2[C@@H](c3ccc(Br)cc3)N3C(=O)N(c4cccc(F)c4)C(=O)[C@@]3(C)[C@H]2C1=O	-1	5	14	1.0	21	-2	7	0
CC(=O)Nc1ccc(S(=O)(=O)N2CCN(C(=O)C3COc4ccccc4O3)CC2)cc1 (stereo not drawn)	-1	20	-18	0.5	1	9	12	18
COc1ccc(CN(C(=O)c2cccs2)c2ccccc2)cc1	-1	23	7	-1.1	-7	-2	-5	3
CCOc1ccc(NC(=O)Nc2cc(C)on2)cc1	0	-21	-8	0.7	-34	-1	-35	2
CCSc1nnc(NC(=O)CN2C(=O)C3CC=CCC3C2=O)s1 (stereo not drawn)	0	11	18	0.0	13	3	11	-1
CN(C)S(=O)(=O)c1ccc(Cl)c(NC(=O)COC(=O)CCC2CCCCC2)c1	1	12	4	-0.1	-6	-6	-13	10
O=C(COc1ccc2c(-c3ccccc3)cc(=O)oc2c1)Nc1ccc(CN2CCOCC2)cc1	0	26	5	5.5	-2	1	10	9
Cc1ccc(NC(=O)Nc2cc(C(F)(F)F)c[nH]c2=O)cc1	2	58*	14	0.7	23	1	-1	1
CCOC(=O)NC(N(O)c1cccc(Cl)c1)C(Cl)(Cl)Cl (stereo not drawn)	2	4	-14	0.1	-1	6	1	21
CCOc1ccccc1C(=O)NCC(=O)OCC(=O)N1C(C)CCCC1C (stereo not drawn)	0	-10	3	2.2	11	-3	19	25
CCCn1c(SCC(N)=O)nc2c(c1=O)C1(CCCC1)Cc1ccccc1-2	-2	-10	7	1.4	-10	1	0	23
COc1ccc(/C=C(\NC(=O)c2cccs2)C(=O)NCc2ccco2)cc1OC	-1	7	3	0.0	14	-1	0	3
O=C(Cc1ccc(Br)cc1)OCC(=O)N1CCc2ccccc2C1	-1	6	-14	1.8	7	-2	7	9
COc1ccc(C2CC(=O)N3CN(c4ccc(C)c(Cl)c4)CSC3=C2C#N)cc1OC (stereo not drawn)	1	-7	-1	1.4	2	0	14	4
CCOC(=O)C(NS(=O)(=O)c1ccccc1)(C(F)(F)F)P(=O)(OCC(C)C)OCC(C)C (stereo not drawn)	12	-4	0	1.0	-56	-1	-16	34
CCOC(=O)c1c(C)c(C(=O)N2CCCCCC2)c(C)n1C	-2	26	3	0.6	9	0	-6	26
CC(Oc1ccccc1)C(=O)NC1CC(C)(C)NC(C)(C)C1 (stereo not drawn)	-3	11	-12	0.1	15	1	-3	2
CCOC(=O)c1sc(NC(=O)CS(=O)(=O)c2ccc(C)cc2)nc1C	3	25	9	0.4	16	-4	4	27
COc1ccc(CN2C(=O)c3cccnc3C2=O)cc1S(=O)(=O)N(C)c1ccc(C)cc1	-6	27	5	-1.4	2	-2	14	11
O=C(OCc1c(Cl)cccc1Cl)c1ccncc1	2	7	4	-0.5	1	0	-1	5
CCOC(=O)c1c(NC(=O)COc2cccc3c2CCN(Cc2ccc(F)cc2)C3=O)sc2c1CCC2	-1	19	-3	-1.8	-3	-4	4	9

High-throughput results (PubChem BioAssay)
